# Bioassay records from PubChem BioAssay.
# M. tuberculosis: growth inhibition of non-replicating M. tuberculosis (AID 488890). Mycobacterium tuberculosis non-replicating, growth inhibition; higher % means a stronger effect. inhibition, % at 25 µM; hits with a dose series show IC50 in µM. hit rate 0.39% among 320,000; in the data active means a potency from the dose series; inconclusive means inhibition mostly from about 82% at the one dose, without a potency; inactive means the rest, 99 in 100 with inhibition below about 76%;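 further: plate controls were DMSO cells for no effect and high antibiotic wells for full effect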
# PhoP GFP inhibition: Inhibition of PhoP regulon, Salmonella typhi GFP reporter cells, confirmation, 4 h (AID 1850); Salmonella Typhi PhoP-promoter GFP reporter, fluorescence, 4 h; higher % means a stronger effect; one-dose inhibition, % at 50 µM; IC50 in µM for titrated hits; hit rate 0.33% among 310,000; in the data active means a potency from the dose series; inconclusive means inhibition mostly from about 25% at the one dose, without a potency; inactive means the rest, 99 in 100 with inhibition below about 19%;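 further: 0% = induced wells with vehicle and 100% = uninduced wells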
# inhibitors of VEEV: inhibitors of VEEV TC-83 cytopathic effect, confirmation, Vero cells (AID 588727) | one-dose inhibition, % at 20 µM; IC50 in µM for titrated hits | Vero cells, VEEV TC-83 cytopathic effect inhibition; higher % means a stronger effect | hit rate 0.13% among 350,000; in the data active means a potency from the dose series; inconclusive means inhibition mostly from about 14% at the one dose, without a potency; inactive means the rest, 99 in 100 with inhibition below about 12%; further: strong numbers were not always called active
# M. tuberculosis HTS: M. tuberculosis growth inhibition, HTS (AID 449762); hit rate 0.59% among 330,000; one-dose inhibition, % at 25 µM; IC50 in µM for titrated hits; M. tuberculosis H37Rv growth inhibition, 7H9 media; higher % means a stronger effect; in the data active means a potency from the dose series; inconclusive means inhibition above about 70% without an active follow-up result;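 further: bacterial growth assessed after seven days of incubation; strong numbers were not always called active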
# H1N1 NS1A inhibition: NS1A inhibition, H1N1 influenza, cell based functional assay (AID 504329); hit rate 0.3% among 340,000; NS1A functional cell-based assay, percent inhibition; higher % means a stronger effect; inhibition, % at 12.5 µM, or IC50 in µM where a hit was titrated; in the data active means a potency from the dose series; inconclusive means inhibition above about 27% without an active follow-up result; further: strong numbers were not always called active
# inhibitors of VEEV 10K pilot screen: second read-out of inhibitors of VEEV, no call of its own (marks repeat the call); inhibition, %; measured here: 10K pilot screen inhibition
# * = called active by the depositor; i = inactive; ? = inconclusive; . = no result given.
SMILES,M. tuberculosis,PhoP GFP inhibition,inhibitors of VEEV,M. tuberculosis HTS,H1N1 NS1A inhibition,others
COc1cccc(N2CCN(C(=S)Nc3cccc(C)c3)CC2)c1,4.7%,4.2%,i,-9.3%,1.3%,inhibitors of VEEV 10K pilot screen=1.8
O=C(NN=C(c1ccccc1)c1ccccn1)c1ccccc1,?,.,25.7%,?,-14.3%,
Cc1nc(C)c(-c2csc(Nc3ccc(S(N)(=O)=O)cc3)n2)s1,37.3%,-9.7%,1.3%,9.7%,20.5%,
Cc1cccc(NC(=O)c2cc(-c3cccnc3)nc3c(C)cccc23)n1,22.4%,-5.8%,7.4%,8.2%,-6.1%,
O=C(Cc1cccs1)Nc1cccnc1,-4.8%,1.5%,0.6%,-4.0%,-2.1%,
COc1ccc(CNC(=O)[C@H](C)NC(=O)C2CCN(S(=O)(=O)c3ccc(C)cc3)CC2)cc1,1.4%,-10.6%,i,-4.7%,-4.5%,inhibitors of VEEV 10K pilot screen=1.1
CC(=O)Nc1cccc(NC(=O)CSc2nc(=O)n(Cc3ccccn3)c3c2CCC3)c1,-11.6%,1.0%,1.6%,-1.7%,-15.6%,
CCOC(=O)C1(CCCc2ccccc2)CCN(C(=O)[C@@H]2C[C@@H](C)NC(=S)N2)CC1,11.4%,3.2%,0.5%,-1.9%,1.0%,
Cc1oc2ccc(NS(=O)(=O)c3ccc(F)cc3)cc2c1C(=O)O,23.0%,2.5%,0.1%,10.2%,5.5%,
O=C(Nc1ccc(F)c(Cl)c1)C1CC(=O)N(Cc2ccccc2)C1 (centres undefined),6.9%,-2.2%,7.1%,-2.1%,-10.8%,
CC(=O)c1ccc(NC(=O)C[n+]2ccccc2)cc1,-7.0%,0.2%,i,-14.9%,-3.7%,
C/C(=N\NC(=O)c1cc(C)nc2ccc(C)cc12)c1ccncc1,-3.1%,-8.3%,7.8%,-5.5%,-9.5%,
O=C(CN1CCN(Cc2ccccc2)CC1)c1ccc(Br)cc1,.,.,i,.,-3.1%,
O=C(O)CCC(=O)Nc1ccc(Br)cc1C(=O)c1ccc(Cl)cc1,-5.6%,8.0%,1.9%,3.5%,-4.6%,
CC(CCc1ccc(O)cc1)N1CCC(Oc2ccc(C(=O)N3CCCC3)cc2)CC1 (centres undefined),3.5%,-0.8%,1.6%,-1.9%,-4.8%,
CCCCNC(=O)C1Cc2cc(S(=O)(=O)N3CCCCC3)ccc2N1C(C)=O (centres undefined),-10.7%,-2.4%,4.2%,4.3%,-3.3%,
N/C(CSc1ncccc1C(F)(F)F)=N\O,6.0%,-8.1%,0.1%,-6.2%,-16.9%,
CCOC(=O)N1CCC(n2c(=S)[nH]c3cc(OC)c(OC)cc3c2=O)CC1,1.9%,-8.6%,4.1%,0.0%,-5.8%,
COCCCn1c(=O)/c(=C\c2ccc(OC(F)F)c(OC)c2)s/c1=C(/C#N)C(N)=O,14.3%,-5.0%,2.7%,-7.9%,-4.7%,
COc1ccccc1CCNC1C2CC3CC(C2)CC1C3 (centres undefined),2.6%,-11.4%,i,-3.5%,-4.8%,
CC(NS(=O)(=O)c1ccc(OCC(=O)NCc2cccnc2)cc1)c1ccccc1 (centres undefined),6.2%,3.7%,0.8%,5.9%,-3.2%,
COc1cccc(/C=C/C(=O)OC(C)C(=O)Nc2c(C)n(C)n(-c3ccccc3)c2=O)c1 (centres undefined),9.5%,4.8%,0.8%,7.8%,1.2%,
Cc1cccc(-c2nsc(SCC(=O)Nc3ccc4c(c3)OCO4)n2)c1,?,-4.5%,7.4%,?,-10.6%,
Cc1ccc(C(OCC(O)CNC(C)c2ccccc2)c2ccccc2)cc1 (centres undefined),58.6%,-20.1%,2.3%,2.0%,2.3%,
COc1ccc2nc(N/C(N)=N/C(=S)Nc3cccc(C)c3)nc(C)c2c1,8.2%,-0.6%,?,?,8.4%,
COc1ccc(/C=N\NC(=O)COc2ccccc2)c(C(=O)O)c1OC,-5.6%,-0.3%,0.5%,-9.7%,4.4%,
CCn1ncc(Cl)c1C(=O)NC(C)c1ccccc1 (centres undefined),2.2%,-7.3%,0.8%,2.3%,-2.3%,
Cc1ccccc1NC(=O)CSCCN1C(=O)c2ccccc2C1=O,-14.6%,-7.7%,0.8%,-1.6%,-12.9%,
CCOC(=O)CSc1ccc2nnc(-c3cccs3)n2n1,.,.,2.2%,-2.4%,2.4%,
O=C(NCC(c1cccs1)N1CCOCC1)c1cc(=O)[nH]c2ccccc12 (centres undefined),-11.4%,9.8%,2.6%,-2.7%,0.6%,
CC1(C)C2CC=C(/C=N/NC(=O)c3ccccc3Br)C1C2 (centres undefined),39.8%,1.8%,0.3%,7.4%,-5.0%,
CNC(=O)C(=O)Nc1c(O)c2ccccc2[nH]c1=O,-4.3%,-4.2%,0.3%,-0.5%,11.4%,
COc1ccccc1N(C(=O)CNC(=O)c1ccco1)C(C(=O)NCC1CCCO1)c1ccccc1 (centres undefined),0.1%,14.3%,0.9%,0.1%,7.7%,
COc1ccc(N2CCN(C(=O)[C@H](C)N3C(=O)C4CC=CCC4C3=O)CC2)cc1 (some centres undefined),1.4%,.,2.3%,-6.6%,-12.4%,
O=C(NC(NNc1ccc([N+](=O)[O-])cc1)(C(F)(F)F)C(F)(F)F)c1ccc(F)cc1,29.8%,-3.5%,1.7%,-4.8%,3.7%,
Cc1ccc(C(=O)N2CCN(c3ccc(F)cc3)CC2)cc1S(=O)(=O)N1CCCCC1,11.9%,-2.9%,1.8%,0.0%,0.1%,
O=C(O)c1ccc2c(c1)C(=O)N(c1ccccc1-c1ccccc1)C2=O,3.5%,8.7%,0.9%,2.3%,-10.2%,
CC(=O)n1cc([C@H]2C=C(C(=O)O)O[C@@H](OCCCCO)C2)c2ccccc21,-16.8%,-6.6%,0.6%,-7.3%,8.4%,
CCOC(=O)c1ccc(NC(=S)NCCCn2ccnc2)cc1,46.9%,13.7%,1.2%,5.3%,-9.4%,
CCc1ccc(C(=O)CN2C(=O)NC3(CCOc4ccccc43)C2=O)s1 (centres undefined),11.6%,.,0.8%,-1.9%,-0.1%,
Cc1noc(C)c1CSCC(=O)Nc1ccccc1N1CCCCC1,24.5%,4.9%,i,27.5%,12.3%,
Cc1ccc2c(C)c(C(=O)Nc3ccc(S(=O)(=O)Nc4onc(C)c4C)cc3)oc2c1,59.2%,1.0%,1.5%,5.9%,-5.0%,
CCOC(=O)CSc1cc(C)nc(NC(C)=O)n1,-10.5%,-0.8%,i,-10.7%,-2.5%,
CCN(CC)S(=O)(=O)c1cc(C(=O)OCC(=O)c2ccc3c(c2)NC(=O)CO3)ccc1Cl,-6.3%,7.7%,0.3%,2.8%,-4.3%,
CC(=O)c1cccc(NC(=O)Nc2ccccc2)c1,11.9%,3.3%,2.0%,0.9%,-0.5%,
CCCC(=O)Nc1c(C)nn(C(=O)CCC)c1C,-2.9%,2.0%,1.9%,1.8%,-3.3%,
O=C(/C(Cl)=C/Nc1ccc(Br)cn1)C(F)(F)F,21.8%,5.7%,1.0%,-6.4%,-10.4%,
O=C(CCN1CCOCC1)NCC1COc2ccccc2O1 (centres undefined),-5.8%,-3.6%,1.2%,-3.6%,-9.1%,
COCCn1c(SC(C)C(=O)NC2CCCCC2C)nc2ccccc2c1=O (centres undefined),0.3%,1.4%,4.0%,0.3%,8.7%,
CCOC(=O)CC(=O)CSc1n[nH]c(=O)[nH]c1=O,-14.9%,-3.9%,0.5%,-1.4%,-6.7%,
# The list goes on:
SMILES,M. tuberculosis,PhoP GFP inhibition,inhibitors of VEEV,M. tuberculosis HTS,H1N1 NS1A inhibition,others
CC1=C([N+](=O)[O-])C(c2ccc(O)c(O)c2)NC(=O)N1 (centres undefined),-11.6%,-3.8%,1.5%,9.5%,20.4%,
CCCN(CCC)Cc1c(C(=O)N/N=C/c2ccc(C)o2)nnn1-c1nonc1N,8.6%,-2.9%,3.3%,-3.3%,3.2%,
CN(Cc1c(C(=O)N/N=C/c2cccc(F)c2)nnn1-c1nonc1N)C1CCCCC1,7.1%,-11.2%,i,7.6%,7.2%,
C=CCSc1nnc(NC(=O)Cn2cnc3c2c(=O)n(C)c(=O)n3C)s1,-8.8%,-13.0%,1.8%,43.8%,-2.1%,
Cc1cc2nc(SCCN3CCOCC3)[nH]c2cc1C,-0.1%,-4.3%,0.5%,-3.5%,5.1%,
CN1CCCC(OC(=O)COc2ccccc2)C1 (centres undefined),-12.1%,-2.0%,3.1%,-7.2%,-1.2%,inhibitors of VEEV 10K pilot screen=1.1
COC(=O)C1C(=O)C2=C(CC1C)NC(=O)CC2c1ccc(O)c(OC)c1 (centres undefined),-8.9%,5.7%,0.8%,0.8%,2.9%,
CC1CCCN(CCC(=O)Nc2ccccc2)C1 (centres undefined),19.1%,-7.9%,0.4%,0.3%,-8.7%,
CCN1C(=NCc2ccc(OC)cc2)N[C@@H](c2ccccc2)C(C(=O)OC)=C1C,41.6%,-4.2%,1.3%,3.3%,-16.5%,
Cc1nc2cc(C(=O)O)ccc2n1-c1ccccc1,.,4.2%,0.7%,-13.3%,21.4%,
NNC(=O)COc1ccccc1[N+](=O)[O-],-3.4%,1.5%,i,-1.3%,1.1%,
Cc1cc(NC(=O)c2ccc(S(=O)(=O)N(C)C)cc2)no1,9.7%,-1.6%,2.6%,-0.8%,11.1%,
COc1ccc(-n2c(=S)[nH]c3cc(C(=O)Nc4ccc(F)cc4)ccc3c2=O)c(OC)c1,0.6%,7.4%,i,53.0%,0.9%,
CCCN1CCN(C(=O)c2cc(COc3ccc4ncccc4c3)on2)CC1,23.3%,3.5%,i,6.6%,2.7%,
CCCS(=O)(=O)N1CCC(C(=O)NCc2ccc(F)cc2)CC1,-8.8%,-1.7%,0.6%,-4.9%,10.8%,

# In the list so far, 13 have an aryl methoxy group:
SMILES,M. tuberculosis,PhoP GFP inhibition,inhibitors of VEEV,M. tuberculosis HTS,H1N1 NS1A inhibition,others
COc1cccc(N2CCN(C(=S)Nc3cccc(C)c3)CC2)c1,4.7%,4.2%,i,-9.3%,1.3%,inhibitors of VEEV 10K pilot screen=1.8
COc1ccc(CNC(=O)[C@H](C)NC(=O)C2CCN(S(=O)(=O)c3ccc(C)cc3)CC2)cc1,1.4%,-10.6%,i,-4.7%,-4.5%,inhibitors of VEEV 10K pilot screen=1.1
CCOC(=O)N1CCC(n2c(=S)[nH]c3cc(OC)c(OC)cc3c2=O)CC1,1.9%,-8.6%,4.1%,0.0%,-5.8%,
COCCCn1c(=O)/c(=C\c2ccc(OC(F)F)c(OC)c2)s/c1=C(/C#N)C(N)=O,14.3%,-5.0%,2.7%,-7.9%,-4.7%,
COc1ccccc1CCNC1C2CC3CC(C2)CC1C3 (centres undefined),2.6%,-11.4%,i,-3.5%,-4.8%,
COc1cccc(/C=C/C(=O)OC(C)C(=O)Nc2c(C)n(C)n(-c3ccccc3)c2=O)c1 (centres undefined),9.5%,4.8%,0.8%,7.8%,1.2%,
COc1ccc2nc(N/C(N)=N/C(=S)Nc3cccc(C)c3)nc(C)c2c1,8.2%,-0.6%,?,?,8.4%,
COc1ccc(/C=N\NC(=O)COc2ccccc2)c(C(=O)O)c1OC,-5.6%,-0.3%,0.5%,-9.7%,4.4%,
COc1ccccc1N(C(=O)CNC(=O)c1ccco1)C(C(=O)NCC1CCCO1)c1ccccc1 (centres undefined),0.1%,14.3%,0.9%,0.1%,7.7%,
COc1ccc(N2CCN(C(=O)[C@H](C)N3C(=O)C4CC=CCC4C3=O)CC2)cc1 (some centres undefined),1.4%,.,2.3%,-6.6%,-12.4%,
COC(=O)C1C(=O)C2=C(CC1C)NC(=O)CC2c1ccc(O)c(OC)c1 (centres undefined),-8.9%,5.7%,0.8%,0.8%,2.9%,
CCN1C(=NCc2ccc(OC)cc2)N[C@@H](c2ccccc2)C(C(=O)OC)=C1C,41.6%,-4.2%,1.3%,3.3%,-16.5%,
COc1ccc(-n2c(=S)[nH]c3cc(C(=O)Nc4ccc(F)cc4)ccc3c2=O)c(OC)c1,0.6%,7.4%,i,53.0%,0.9%,
